Screening results deposited in PubChem by Sanford-Burnham Center for Chemical Genomics.
VHR inh color – inhibitors of human VHR1 phosphatase (DUSP3). P51452. recombinant VHR phosphatase, colorimetric substrate read-out. inhibition, % at 20 µM. 50,000 tested, 0.7% active. AID 1992; in the data active = inhibition above about 60%; note: some results filed as inactive read as strong as hits
Target sequence (P51452 whole entry, looked up): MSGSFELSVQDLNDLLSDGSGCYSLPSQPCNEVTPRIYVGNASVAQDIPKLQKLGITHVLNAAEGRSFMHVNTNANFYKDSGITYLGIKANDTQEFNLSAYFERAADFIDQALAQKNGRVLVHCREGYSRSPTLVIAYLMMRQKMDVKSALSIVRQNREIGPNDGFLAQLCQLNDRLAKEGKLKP
* marks the source's active call; other numbers are inactive results. A portion of the library. The share of hits here may be higher or lower than overall.

CC(=O)Nc1ccc(NS(=O)(=O)c2cccc([N+](=O)[O-])c2)cc1
- VHR inh color = -25
O=C1CC(NCc2ccncc2)C(=O)N1c1ccc(I)cc1 (stereo unspecified)
- VHR inh color = -8
COC(=O)c1ccc(-c2nnc(Nc3ccccc3C)c3ccccc23)cc1
- VHR inh color = 0
C=CCNC(=O)C(=O)NCC1CCCO1 (stereo unspecified)
- VHR inh color = 1
COC(=O)c1cc(-c2ccc(/C=C3/N=C(c4ccccc4)OC3=O)o2)ccc1Cl
- VHR inh color = -4
CC(C)NC(=O)c1ccc(CN2CCN(c3ccccc3)CC2)cc1
- VHR inh color = -2
O=C(Oc1ccc2c(-c3ccccc3)cc(=O)oc2c1)c1ccccc1Cl
- VHR inh color = -5
CSc1nc(=O)n(C)c(C)c1C(C)=O
- VHR inh color = -10
COc1ccc2c(c1)OCC/C2=N\OC(=O)c1cccc(Br)c1
- VHR inh color = -7
CCN(CC)C(=O)C(=O)N/N=C/c1ccc(Cl)cc1Cl
- VHR inh color = -10

Cc1c(Cl)cccc1NC(=O)CSC(N)=O
- VHR inh color = 0
O=C(NC(=S)Nc1ccc(S(=O)(=O)Nc2nccs2)cc1)c1sc2ccccc2c1Cl
- VHR inh color = -19
O=C1C(Cc2cccc([N+](=O)[O-])c2)S/C(=N/N=C/c2ccccc2)N1c1ccccc1 (stereo unspecified)
- VHR inh color = -26
COc1cc(C(=O)Nc2ncc(Cc3cccc4ccccc34)s2)cc(OC)c1OC
- VHR inh color = 3
COc1ccc(N(CC(=O)NN=C2CCN(C)CC2)S(=O)(=O)c2ccccc2)cc1Cl
- VHR inh color = -22
CCOC(=O)c1c(C)nc2ccc(Cl)cn12
- VHR inh color = -4
Cc1ccc(C)c(N(CC(N)=O)S(=O)(=O)c2ccccc2)c1
- VHR inh color = -7
COc1ccc(Cl)cc1NC(=O)C1=C(C)NC(=S)NC1c1ccc(F)cc1 (stereo unspecified)
- VHR inh color = -11
COc1cc(/C=N/Nc2nc(N3CCCCC3)nc(N3CCCCC3)n2)cc(Br)c1O
- VHR inh color = -18
Nc1nonc1C(=O)NCCNc1ccc([N+](=O)[O-])cc1Cl
- VHR inh color = -4

CCOC(=O)/C(N=Nc1cccc(C)c1C)=C(/C)O
- VHR inh color = -29
O=P(O)(CP(=O)(O)c1ccccc1)c1ccccc1
- VHR inh color = 13
C=CCN1C(=O)/C(=C/c2ccccc2OCc2ccc([N+](=O)[O-])cc2)SC1=S
- VHR inh color = -5
O=C(NC(=S)Nc1nc(-c2ccccc2)cs1)c1ccco1
- VHR inh color = -14
Cc1cc(C)n(-c2cc(N3CCOCC3)ncn2)n1
- VHR inh color = -10
COC(=O)c1ccccc1-c1ccc(C=O)o1
- VHR inh color = -3
CCN(CC)C(=O)CN(c1ccc(OC)c(Cl)c1)S(=O)(=O)c1ccccc1
- VHR inh color = -7
CC(C)(C)c1ccc(S(=O)(=O)Nc2nc3ccccc3s2)cc1
- VHR inh color = -26
COc1ccccc1NC(=O)c1c(NC(=O)C(C)(C)C)sc2c1CCCCC2
- VHR inh color = -1
COc1ccccc1OCCCCCCc1c(C)n[nH]c1C
- VHR inh color = 10

N#C/C(=C\c1ccc2c(c1)OCO2)C(=O)NCc1ccco1
- VHR inh color = 8
Cc1cc(C)c(NC(=O)C(C)Sc2ncn[nH]2)c(C)c1 (stereo unspecified)
- VHR inh color = 2
CC(C)(C)c1ccc(/C=C2\SC(N3CCOCC3)=NC2=O)cc1
- VHR inh color = -10
Cc1cc(Br)c2[nH]c(O)c(N=Nc3cccc4cccnc34)c2c1
- VHR inh color = -33
O/N=C1/C(=C/c2ccccc2)N2CCC1CC2
- VHR inh color = 44
NC(=O)c1cc(NC(=O)COc2ccc(F)cc2)c(Cl)cc1Cl
- VHR inh color = -1
O=c1c[n+]([O-])c2ccccc2n1OCc1ccccc1
- VHR inh color = 0
CCN(CC)CCOc1ccccc1C
- VHR inh color = -20
Cc1cc(Br)c2c(c1)c(N=NC(N)=O)c(O)n2C
- VHR inh color = -4
CCOC(=O)C(C#N)=C1CCCCCC1
- VHR inh color = -2

Molecules shown so far containing a cyano group (two):
N#C/C(=C\c1ccc2c(c1)OCO2)C(=O)NCc1ccco1
- VHR inh color = 8
CCOC(=O)C(C#N)=C1CCCCCC1
- VHR inh color = -2

Further structures follow:
N#C/C(=C/c1ccc(-c2ccc(Cl)cc2)o1)C(=O)O
- VHR inh color = -21
COc1cccc(NC(=O)C2CC2(c2cccc(OC)c2)c2cccc(OC)c2)c1 (stereo unspecified)
- VHR inh color = -12
O=C1NC(=O)N(c2ccccc2)C(=O)/C1=C\c1ccccc1I
- VHR inh color = 7
COCC(C)NCc1ccc2c(c1)OCO2 (stereo unspecified)
- VHR inh color = -12
CCOC(=O)c1c(C)n(CC(C)C)c2ccc(OC)cc12
- VHR inh color = 1
Cc1ccc(NC(=O)C(Cl)(Cl)C(=O)Nc2ccc(C)cc2)cc1
- VHR inh color = 28
COC(=O)c1c(NC(=O)C2CC2)sc2c1CCCCCC2
- VHR inh color = -46
O=C(Nc1ccc(Br)c(Cl)c1)c1cccs1
- VHR inh color = -2
COc1ccccc1N1CC=C(c2cccc([N+](=O)[O-])c2)NC1=O
- VHR inh color = -13
Cc1cc2c(c(=O)o1)C(c1ccc([N+](=O)[O-])cc1)C(C#N)=C(N)O2 (stereo unspecified)
- VHR inh color = -15

O=[N+]([O-])c1cccc(Cl)c1N1CCN(S(=O)(=O)c2ccc(Cl)cc2)CC1
- VHR inh color = 14
COc1ccc(/C=C2\SC(=S)N(NC(=O)c3ccccc3[N+](=O)[O-])C2=O)cc1OC
- VHR inh color = -28
O=c1/c(=C\c2cccc(Oc3ccc(C(F)(F)F)cc3[N+](=O)[O-])c2)sc2nc3ccccc3n12
- VHR inh color = -22
CCOC(=O)C1=C(O)/C(=C/c2ccc(C)o2)SC1=Nc1ccccc1
- VHR inh color = -3
O=C(/C=C/c1ccc2c(c1)OCO2)NC1CC2CCC1C2 (stereo unspecified)
- VHR inh color = 8
O=C(CSCC(=O)Nc1cccc(C(F)(F)F)c1)Nc1ccccc1
- VHR inh color = 14
Cc1ccc(NC(=O)c2ccc3ccccc3c2)c([N+](=O)[O-])c1
- VHR inh color = -1
CCCOc1cccc(C(=O)Nc2cccc(-c3nc4ccccc4[nH]3)c2)c1
- VHR inh color = 24
COc1ccccc1CNC(=O)c1ccc(CN(c2ccccc2)S(C)(=O)=O)cc1
- VHR inh color = -25
C/C(CC(=O)Nc1ccc(Nc2ccccc2)cc1)=N\NC(=O)c1ccoc1C
- VHR inh color = 12

CSc1ccccc1NC(=O)CC1Nc2cc(C)c(C)cc2NC1=O (stereo unspecified)
- VHR inh color = 24
CCOC(=O)C1=C(c2ccccc2)N=c2s/c(=C\c3cccc(O)c3)c(=O)n2C1c1cccc(OC)c1OC (stereo unspecified)
- VHR inh color = -4
CCOc1ccc2nc(SC3CC(=O)N(c4cc(Cl)ccc4Cl)C3=O)sc2c1 (stereo unspecified)
- VHR inh color = -5
O=C(O)CCCN1C(=O)/C(=C/c2ccc3c(c2)OCO3)SC1=S
- VHR inh color = -14
CC(O)CNC(=O)C1CC(=O)N(c2ccc(Br)cc2)C1 (stereo unspecified)
- VHR inh color = -4
CCOC(=O)c1ccccc1NC(=O)CN(c1ccc(OC)cc1)S(=O)(=O)c1ccccc1
- VHR inh color = -18
CN1CCN(C2=NC(=O)/C(=C/c3ccc4c(c3)OCO4)S2)CC1
- VHR inh color = 20
COc1ccccc1C(=O)N1CCN(Cc2cc(OC)c(O)c(OC)c2)CC1
- VHR inh color = -4
CC(C)(C)C1CCC2(CC1)NNC(=S)NN2
- VHR inh color = 3
CC(C)(C)c1cc(-c2ccccc2)no1
- VHR inh color = -18

CCOC(=O)C(Oc1ccc2c(oc(=O)c3ccccc32)c1C)c1ccccc1 (stereo unspecified)
- VHR inh color = -8
Cc1cc(NC(=O)c2ccc(Cl)cc2)n(-c2ccccc2)n1
- VHR inh color = 7
COc1cccc(NC(=O)c2cc(Cl)ccc2Cl)c1
- VHR inh color = -16
CC(=O)Nc1ccc(-c2ccnc(-c3ccc(NC(C)=O)cc3)n2)cc1
- VHR inh color = 7
COC(=O)c1cc(S(=O)(=O)N2CCCC2)c(Cl)cc1Cl
- VHR inh color = 22
N#Cc1c(-c2ccc(Cl)cc2)cc(-c2ccccc2)nc1N
- VHR inh color = -22
CCOc1ccc(C(=O)N2CCN(c3ccccc3OC)CC2)cc1OCC
- VHR inh color = -8
O=C1N/C(=N\N=C\c2cccc([N+](=O)[O-])c2)SC1Cc1cccc(Cl)c1Cl (stereo unspecified)
- VHR inh color = -18
COc1ccc(OC)c(CNc2cc([N+](=O)[O-])ccc2OC)c1
- VHR inh color = -20
CCOc1cc(/C=C2\SC(=S)N(C3CCCCC3)C2=O)ccc1O
- VHR inh color = 32

COc1ccc(-n2c(=O)c3c4c(sc3n3c(SCC(N)=O)nnc23)CCCC4)cc1
- VHR inh color = -2
Cc1ccc(S(=O)(=O)N2CCC(C(=O)O)CC2)c2nsnc12
- VHR inh color = -14
COc1ccc(-c2cc(C(=O)N/N=C(\C)c3ccc(N)cc3)[nH]n2)cc1
- VHR inh color = 5
CC(=O)NC1=NN(C(C)=O)C(c2ccc(Cl)cc2Cl)S1 (stereo unspecified)
- VHR inh color = 11
O=C(Nc1cccc(-c2nc3ccccc3[nH]2)c1)c1ccccc1Cl
- VHR inh color = -2
C=CCN1C(=O)S/C(=C/c2cc(Br)c(O)c(OCC)c2)C1=O
- VHR inh color = -34
Cc1ccc([N+](=O)[O-])cc1NC(=O)c1cc2ccccc2cc1O
- VHR inh color = -7
CCn1c2ccccc2c2cc(NC(=O)COc3ccccc3Cl)ccc21
- VHR inh color = 1
COc1cc(/C=C2\C(=O)NN(c3ccccc3)C2=O)ccc1OCCOc1ccc(C)cc1
- VHR inh color = -15
O=[N+]([O-])c1ccc(C(O)C23CN4CN(CN(C4)C2)C3)cc1 (stereo unspecified)
- VHR inh color = 4

COC(=O)c1c(NC(=O)c2ccco2)sc2c1CCC2
- VHR inh color = 9
COc1ccc(C2Nc3ccccc3C(=O)N2Cc2ccco2)cc1CN1C(=O)c2ccccc2C1=O (stereo unspecified)
- VHR inh color = 2
COc1cc(C(=O)Nc2ccc(C(=O)OC3CCCCC3)cc2)cc(OC)c1OC
- VHR inh color = 30
CC1(C)CC(=O)c2c(oc3ccc(NS(=O)(=O)c4cc(Cl)ccc4Cl)cc23)C1
- VHR inh color = -20
Cc1cc(Cl)ccc1OCC(O)CN1C(C)CCCC1C (stereo unspecified)
- VHR inh color = 3
COC(=O)CN(c1ccccc1)S(C)(=O)=O
- VHR inh color = -16
Cc1cc(C)c(NC(=O)c2cccc(I)c2)c(C)c1
- VHR inh color = -17
CCc1ccc(-c2nc3cc(NC(=O)c4ccc5c(c4)OCCO5)ccc3o2)cc1
- VHR inh color = 2
O=[N+]([O-])c1cccc(N/N=C/c2ccc3c(c2)OCO3)c1
- VHR inh color = 25
O=C(NC(NC(=S)Nc1ccc(-c2ccccc2)cc1)C(Cl)(Cl)Cl)c1ccccc1Cl (stereo unspecified)
- VHR inh color = -9

Cc1ccccc1C(=O)Nc1ccc(Cl)c(C(N)=O)c1
- VHR inh color = 4
COc1ccc(-c2cc(C(F)(F)F)n3ncc(C(=O)NCCCN4CCOCC4)c3n2)cc1
- VHR inh color = -19
CC1(C)C(C(=O)Nc2cccnc2)C1(C)C
- VHR inh color = 4
c1ccc(CCCN2CCN(C3CCN(Cc4ccccc4)CC3)CC2)cc1
- VHR inh color = -6
CCOC(=O)c1cc(CC)sc1NC(=O)c1cccc(OCC)c1
- VHR inh color = -6
COC(=O)C1=C(C)N(C)C(C)=C(C(=O)OC)C1c1ccc(Cl)c(Cl)c1
- VHR inh color = -8
O=C1NN(c2ccc(F)cc2)C(=O)/C1=C\c1ccc(-c2cccc(C(=O)O)c2)o1
- VHR inh color = -10
S=c1[nH]cnc2sc3c(c12)CCC3
- VHR inh color = -43
COc1ccc(Cl)cc1C(=O)Nc1ccc(-c2nc3ccccc3[nH]2)cc1
- VHR inh color = -3
O=C(NNc1nc(-c2ccccc2)cc(-c2ccc(F)cc2)n1)c1cccc([N+](=O)[O-])c1
- VHR inh color = -3

Arranged by SMILES length (rising): part of the list above.
O=C(Nc1ccc(Br)c(Cl)c1)c1cccs1
- VHR inh color = -2
COc1ccc2c(c1)OCC/C2=N\OC(=O)c1cccc(Br)c1
- VHR inh color = -7
COC(=O)c1ccc(-c2nnc(Nc3ccccc3C)c3ccccc23)cc1
- VHR inh color = 0
CCN(CC)C(=O)CN(c1ccc(OC)c(Cl)c1)S(=O)(=O)c1ccccc1
- VHR inh color = -7

(cont.)
C(#CCn1c2ccccc2c2ccccc21)CN1CCOCC1
- VHR inh color = 21
CCOC(=O)c1ccccc1NC(=O)CCc1ccccc1
- VHR inh color = -11
O=C(/C=C/c1ccccc1)NCC1(c2ccccc2)CCOCC1
- VHR inh color = -11
COc1cc(N)c(C(c2ccc(C)o2)c2ccc(C)o2)cc1OC
- VHR inh color = 3
CCOC(=O)C(C(=O)OCC)=C(N)C(F)(F)F
- VHR inh color = -17
COc1ccc(/C=N/Nc2nc(-c3ccc(C)cc3)nc3ccccc23)cc1
- VHR inh color = -20
COc1cc(/C=c2\sc3nc4ccccc4n3c2=O)ccc1OC(=O)c1ccc(F)cc1
- VHR inh color = -3
c1ccc(-c2ccc(-c3nc(-c4cccnc4)no3)cc2)cc1
- VHR inh color = -37
O=C(NN1CCOCC1)NC12CC3CC(CC(C3)C1)C2
- VHR inh color = 0
O=C(CC1Sc2ccc(C(F)(F)F)cc2NC1=O)Nc1ccc(N2CCOCC2)cc1 (stereo unspecified)
- VHR inh color = -19

COC(=O)c1ccc(-c2ccc(/C=C3/SC(NC(C)=O)=NC3=O)o2)cc1
- VHR inh color = 6
Cc1cc([N+](=O)[O-])ccc1N1C(=O)C2C3c4ccccc4C(c4ccccc43)C2C1=O (stereo unspecified)
- VHR inh color = -1
Cc1ccc(OCCCCCCn2ccnc2)c(C)c1
- VHR inh color = 4
COc1cc(OC)cc(C(=O)NCCCN2CCOCC2)c1
- VHR inh color = -20
O=[N+]([O-])/N=C1\NCN(c2ccc(Cl)cc2)CN1c1ccccc1
- VHR inh color = -25
COc1ccc(/C=C2\C(=O)NC(=O)N(c3cc(C)cc(C)c3)C2=O)cc1C
- VHR inh color = 1
O=[N+]([O-])OC12CC3CC(C1)CC([N+](=O)[O-])(C3)C2
- VHR inh color = 0
